Gli-Sufu antag: blocks Gli-Sufu signaling in a luciferase reporter | inhibition, % at 5 µM | Sufu-KO-LIGHT fibroblasts, Gli luciferase reporter luminescence | actives 0.74% (n = 340,000);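 active means inhibition above about 55%, limit read from the data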;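 further: 0% = DMSO-treated cells and 100% = wells with medium but no cells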
MPTP block: inhibitors of mitochondrial permeability transition pore. isolated mouse mitochondria, Ca2+ swelling absorbance, 30 min. inhibition, % at 10 µM. actives 1.4% (n = 360,000). AID 602449;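 active means inhibition of 50% or more, scaled per plate between neutral and stimulator controls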;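 further: 0% = DMSO wells given calcium and 100% = 1 mM EGTA wells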
CXCR6 block: CXCR6 (human) receptor inhibition. CHO-K1 PathHunter CXCR6 beta-arrestin, luminescence. inhibition, % at 20 µM. actives 0.36% (n = 360,000). AID 602244; in the data active means inhibition above about 34%, passing the limit was not always enough;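 further: antagonist mode with CXCL16 agonist at 10 nM final; 0% = 10 nM CXCL16 with DMSO and 100% = unstimulated wells without agonist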
Target sequence (O00574 whole entry, looked up): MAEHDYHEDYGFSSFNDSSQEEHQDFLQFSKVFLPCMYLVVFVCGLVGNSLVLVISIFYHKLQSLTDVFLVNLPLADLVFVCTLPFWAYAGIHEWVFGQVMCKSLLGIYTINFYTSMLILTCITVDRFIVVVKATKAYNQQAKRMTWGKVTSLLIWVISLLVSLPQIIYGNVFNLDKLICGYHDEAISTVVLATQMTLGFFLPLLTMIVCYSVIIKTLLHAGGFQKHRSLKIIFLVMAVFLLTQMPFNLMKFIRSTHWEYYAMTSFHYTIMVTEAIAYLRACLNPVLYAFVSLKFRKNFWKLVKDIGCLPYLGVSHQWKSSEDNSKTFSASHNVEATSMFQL
APOBEC3A inh: human APOBEC3A DNA deaminase inhibition; recombinant A3A, FAM/TAMRA ssDNA deamination fluorescence; AID 493011; actives 0.41% (n = 330,000); inhibition, % at 20 µM; P31941;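 active means at least 40% inhibition at 20 µM here, with at most 30% in a related deaminase screen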;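 further: plate controls were A3A with DMSO for no effect and wells lacking A3A enzyme for full effect; some results filed as inactive read as strong as hits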
Target sequence (P31941 whole entry, looked up): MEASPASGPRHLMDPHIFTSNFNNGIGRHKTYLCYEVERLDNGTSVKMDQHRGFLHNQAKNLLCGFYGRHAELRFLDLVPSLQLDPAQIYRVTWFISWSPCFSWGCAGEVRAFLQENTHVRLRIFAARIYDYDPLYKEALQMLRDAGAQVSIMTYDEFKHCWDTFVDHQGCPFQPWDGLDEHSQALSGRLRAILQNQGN
CCR6 antag: CCR6 (human) receptor antagonism; actives 0.49% (n = 340,000); CHO-K1 CCR6 PathHunter beta-arrestin, luminescence, CCL20-stimulated; inhibition, % at 20 µM; P51684;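 active means compounds whose inhibition of the agonist-driven luminescence signal at 20 µM reaches about 50%, limit read from the data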;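 further: cells stimulated with CCL20 at 14 nM final; plate controls were DMSO with CCL20 for no effect and DMSO without agonist for full effect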
EBI2 block: EBI2 (human) antagonism; P32249; EBI2 beta-arrestin recruitment, luminescence, 7a,25-OHC stimulated; inhibition, % at 5 µM; actives 0.81% (n = 360,000); AID 651636; in the data active means inhibition above about 38%;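 further: enzyme fragment complementation signal reports receptor beta-arrestin coupling in cells; 0% = agonist plus DMSO wells and 100% = wells without agonist; some results beyond the cut were filed as inactive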
APOBEC3G inh: APOBEC3G (human) deaminase inhibition | Q9HC16 | actives 0.28% (n = 330,000) | recombinant A3G, ssDNA deamination FAM/TAMRA fluorescence | inhibition, % at 20 µM;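 active means inhibition of at least 40% at 20 µM, with no more than 30% in the related APOBEC3A deaminase screen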;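 further: plate controls were DMSO wells with A3G for no effect and wells lacking A3G enzyme for full effect; some compounds called inactive have numbers as strong as hits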
Target sequence (Q9HC16 whole entry, looked up): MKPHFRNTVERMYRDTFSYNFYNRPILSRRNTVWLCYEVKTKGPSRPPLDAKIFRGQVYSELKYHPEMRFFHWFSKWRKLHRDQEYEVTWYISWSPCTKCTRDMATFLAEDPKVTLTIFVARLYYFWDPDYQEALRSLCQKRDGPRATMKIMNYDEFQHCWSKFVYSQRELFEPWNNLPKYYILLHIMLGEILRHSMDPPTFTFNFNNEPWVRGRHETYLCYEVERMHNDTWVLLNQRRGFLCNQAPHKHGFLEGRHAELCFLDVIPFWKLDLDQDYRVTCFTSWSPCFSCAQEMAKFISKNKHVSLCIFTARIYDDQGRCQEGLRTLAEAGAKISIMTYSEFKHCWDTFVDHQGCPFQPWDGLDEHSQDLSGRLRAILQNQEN
GRIN3A LBD mod: modulators (binders) of human NR3A ligand-binding domain. NR3A LBD differential scanning fluorimetry, Tm shift; 0% = protein alone, 100% = glycine-bound protein. Tm shift relative to glycine control, % at 25 µM. actives 2.5% (n = 340,000). AID 1259313;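 active means melting temperature shift of at least 10% of the positive control shift, at one fixed dose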
An asterisk follows results filed as active; x = no result given. This is a random part of the collection; any-hit rate near 5.8%.

SMILES | Gli-Sufu antag | MPTP block | CXCR6 block | APOBEC3A inh | CCR6 antag | EBI2 block | APOBEC3G inh | GRIN3A LBD mod
Cn1c(=O)c2c(nc(-c3ccccc3)n2C)n(Cc2ccccc2)c1=O | -21 | 0.7 | 3 | 3 | 13 | 6 | -8 | 10
CC1CCN(C(=S)NC(=O)c2ccc(F)cc2)CC1 | 2 | -0.2 | 3 | -2 | -4 | 2 | -6 | 0
Cc1ccccc1OCC(=O)OC(C(=O)c1ccccc1)c1ccccc1 (centres undefined) | -3 | 0.4 | -5 | 1 | 9 | 2 | 2 | 0
Cc1ccc(C)c(NC(=O)CN(C)C(=O)c2cccc(S(=O)(=O)N(C)C)c2)c1 | 4 | 2.1 | -2 | 1 | -2 | -4 | -3 | -3
CCOc1ncccc1C(=O)OC(C)C(=O)NC(=O)NC1CCCCC1 (centres undefined) | -19 | -0.8 | 4 | 2 | 14 | 1 | -7 | -1
CN(Cc1ccc2c(c1)OCO2)C(=O)c1cc(-c2ccccc2)c(N2CCOCC2)s1 | 2 | -1.8 | -3 | -1 | 8 | 12 | -4 | -3
CCOC(=O)CSc1ccc2nnc(CCNS(=O)(=O)c3ccccc3)n2n1 | 0 | -0.2 | 3 | -1 | 2 | -3 | -6 | -2
O=C(Cc1ccccc1)N1CCC(c2nc(-c3ccc(F)cc3)no2)CC1 | 4 | 23 | -5 | -2 | 11 | -5 | -5 | -1
CC1CC(C)CN(C(=O)CSc2nnc(CSc3ncccn3)n2C)C1 (centres undefined) | 5 | -1.0 | -1 | 2 | -4 | -2 | 0 | 1
O=c1[nH]c2ccccc2cc1CN(Cc1ccco1)S(=O)(=O)c1ccccc1 | -7 | -1.5 | -4 | 3 | 3 | 6 | -5 | 1
O=C(Nc1nc2cc3c(cc2s1)OCCO3)c1cccs1 | -101 | 0.4 | -4 | -11 | 10 | -9 | -8 | 1
CCc1noc(C)c1C(=O)NNC(=O)COc1cc(C)ccc1C | x | -2.6 | -10 | 2 | 12 | -8 | 9 | -2
Cc1ccc(C(=O)COC(=O)C2CC3CCCC(C2)C3=O)cc1[N+](=O)[O-] (centres undefined) | -1 | 0.5 | 18 | -1 | 25 | -2 | -9 | -3
Cc1ccc(Sc2cc(C(=O)NCCN(C)C)c3ccccc3n2)cc1 | 0 | 0.0 | -11 | 1 | 11 | -4 | -1 | 1
CCOC(=O)C1CCCN(CC(=O)Nc2ccc(C(=O)Nc3ccccc3OC)cc2)C1 (centres undefined) | 2 | -0.3 | -7 | -4 | 8 | 12 | -4 | 5
Cc1ccc(C(=O)Nc2ccc(NC(=O)c3cccs3)cc2)cc1[N+](=O)[O-] | 6 | 3.3 | -8 | 2 | 12 | 7 | -1 | 29*
CN(c1ccccc1)S(=O)(=O)c1cccc(NC(=O)c2cc3ccccc3oc2=O)c1 | -2 | 0.5 | 3 | 3 | 1 | 8 | -3 | -1
Fc1ccc(CNC(=S)Nc2cccc(C(F)(F)F)c2)cc1 | -5 | 100* | -12 | -4 | 5 | -7 | -8 | 7
Cc1ccc(C)c(NC(=O)CN2C(=O)CNC2=O)c1 | 1 | -2.0 | 9 | 10 | 6 | -1 | 0 | -1
Nc1nnc(CC(=O)N/N=C/c2ccccc2OCc2ccccc2F)s1 | -4 | 3.8 | 5 | -4 | -2 | -6 | -9 | -4
O=c1ccc(-c2ccc(S(=O)(=O)N3CCN(c4ccccc4)CC3)o2)n[nH]1 | -5 | -1.3 | 2 | -2 | 0 | -7 | -4 | -8
COc1ccc(-c2[nH]ncc2CNC(C)c2ccccc2Cl)cc1F (centres undefined) | 13 | 1.4 | 0 | 2 | -6 | 13 | 3 | 0
O=[N+]([O-])c1c(NCCCO)cc(Sc2nc3ccccc3s2)c2nonc12 | -3 | 13 | 97* | -5 | 115* | 49* | 21 | -6
C#Cc1ccc([C@H]2C=C(C(=O)Nc3ccccc3)O[C@@H](OCc3ccc(CO)cc3)C2)cc1 | 6 | -0.1 | 2 | -3 | 21 | 32 | -13 | -3
O=c1[nH]c(=S)[nH]cc1Oc1ccc(Cl)cc1 | 3 | -2.6 | 1 | x | 8 | 5 | x | 0

(cont.)
SMILES | Gli-Sufu antag | MPTP block | CXCR6 block | APOBEC3A inh | CCR6 antag | EBI2 block | APOBEC3G inh | GRIN3A LBD mod
Cc1nn(-c2ccccc2)c(/N=C/c2ccc(O)cc2)c1-c1ccccc1 | -60 | 24 | -2 | -4 | 7 | -7 | -9 | 26*
COc1ccc(C2c3ccc4ccccc4c3Oc3ncn4nc(Cc5ccccc5)nc4c32)cc1OC (centres undefined) | 13 | 1.6 | 4 | 0 | 8 | 13 | -3 | -6
C[C@H](O)[C@@H]1C(=O)N2CCc3ccc(N4CCOCC4)cc3[C@@H]2C[C@@H]1N(C)S(=O)(=O)c1ccccc1 | 2 | 2.2 | 7 | x | -9 | -10 | x | -1
CC(=O)N1CC(=O)N(CC(=O)Nc2ccc(Br)cc2)C1=S | -27 | -2.5 | 1 | -5 | -1 | -8 | -2 | -1
O=C(O)COc1ccc(/C=N/NC(=O)c2ccc(-c3csc(Nc4ccc(Cl)cc4)n3)cc2)cc1 | -15 | 8.4 | 15 | x | 42 | 12 | x | 5
CCOC(=O)C1CN(S(C)(=O)=O)c2cc(CC(=O)OC)ccc2O1 (centres undefined) | 1 | 0.0 | -4 | -1 | 1 | 2 | -3 | -1
CCC(C(=O)OC(C)C(=O)Nc1ccc(Cl)cn1)c1ccccc1 (centres undefined) | 6 | 0.0 | -11 | 2 | 15 | 3 | 0 | -1
COc1ccc(C(CNC(=O)c2cccc(S(=O)(=O)N3CCOCC3)c2)N2CCOCC2)cc1 (centres undefined) | 1 | -1.3 | -2 | -4 | 11 | -19 | -6 | -2
Cc1ccc(C(=O)N2CCC3(CC2)NCCc2[nH]cnc23)cc1C | 7 | -0.3 | -9 | -4 | 11 | 7 | -8 | 1
Cc1cc(C)cc(OCC(O)Cn2nc(C)cc2C)c1 (centres undefined) | 11 | -0.6 | 1 | 2 | 7 | -21 | 5 | 0
CCOC(=O)c1cnc2c(C)c(C)ccc2c1NCCN1CCOCC1 | 4 | 1.5 | 3 | -6 | 25 | 6 | -7 | 1
S=C(NCCC(c1ccccc1)c1ccccc1)Nc1cccc(Cl)c1 | -2 | 98* | -4 | 8 | 22 | 1 | 5 | 16*
O=[N+]([O-])C(=C1Nc2ccccc2N1)/C(Cl)=C(/Cl)Br | -17 | 1.3 | 6 | -1 | 10 | -11 | 12 | 1
COc1ccc2[nH]c(=O)c(CN(Cc3cccnc3)C(=S)NCC3CCCO3)cc2c1 (centres undefined) | -14 | -1.8 | -1 | -2 | -6 | -8 | -7 | -1
CCOC(=O)c1cnc2c(C)cccc2c1Nc1cccc(C(=O)O)c1 | 7 | -0.5 | -1 | 0 | 7 | -5 | -5 | 0
CCOc1ccccc1NC(C)C(=O)Nc1cc(C(F)(F)F)ccc1N1CCOCC1 (centres undefined) | 0 | 1.0 | -2 | -3 | 3 | 3 | -4 | -4
CCOC(=O)c1c(NC(=O)CSc2nnc(CNc3ccc(C)cc3C)o2)sc(C)c1C | 2 | -4.7 | 6 | 3 | 14 | 8 | 2 | 0
CC(C)c1ccc(Nc2nnc(SC3CCOC3=O)s2)cc1 (centres undefined) | -5 | 2.5 | 3 | 0 | 21 | -5 | -3 | -1
CC/C(=N\O)c1c(O)c2c(n(-c3ccccc3)c1=O)CCCC2 | -3 | -2.3 | 2 | 0 | -10 | -13 | -2 | -1
O=C(NC1CCNCC1)C1CCCCC1 | 3 | -0.1 | -6 | -7 | 2 | -11 | -16 | 0
COc1ccc(NC(=O)C(=O)NCc2ccncc2)c(OC)c1 | -1 | -0.2 | -5 | 4 | -16 | -9 | -2 | 2
Cc1ccc(NC(=O)CN2CCc3ccccc3C2)cc1F | 0 | 0.6 | -5 | -4 | 14 | 3 | -8 | -1
COc1ccccc1NS(=O)(=O)c1cc(NC(=O)c2ccccc2[N+](=O)[O-])ccc1N1CCOCC1 | 5 | 1.0 | 6 | -2 | 16 | 16 | -8 | -6
c1ccc2c(c1)ccc1ccccc12 | 1 | 1.7 | -6 | -1 | -17 | -3 | -2 | 0
O=S(=O)(Nc1nc2ccccc2nc1Cl)c1ccc2ccccc2c1 | 4 | 1.8 | 0 | 1 | 6 | -9 | -5 | -4
O=C1CCCN1CN(C(=O)c1ccc2c(c1)OCO2)c1ccc(F)cc1 | -3 | 1.7 | 4 | 0 | -9 | -6 | -1 | -2
O=C(Cn1nnc(-c2ccccc2)n1)c1ccccc1 | 57* | -1.1 | 4 | -2 | 7 | 8 | -4 | 2
CCc1c(C)nc2[nH]nc(-c3ccccc3)n2c1=O | -8 | 1.0 | 4 | -1 | -12 | -9 | -3 | 0

Some of the entries so far, as labelled records:
COc1ccccc1NS(=O)(=O)c1cc(NC(=O)c2ccccc2[N+](=O)[O-])ccc1N1CCOCC1
- Gli-Sufu antag: 5
- MPTP block: 1.0
- CXCR6 block: 6
- APOBEC3A inh: -2
- CCR6 antag: 16
- EBI2 block: 16
- APOBEC3G inh: -8
- GRIN3A LBD mod: -6

c1ccc2c(c1)ccc1ccccc12
- Gli-Sufu antag: 1
- MPTP block: 1.7
- CXCR6 block: -6
- APOBEC3A inh: -1
- CCR6 antag: -17
- EBI2 block: -3
- APOBEC3G inh: -2
- GRIN3A LBD mod: 0

O=S(=O)(Nc1nc2ccccc2nc1Cl)c1ccc2ccccc2c1
- Gli-Sufu antag: 4
- MPTP block: 1.8
- CXCR6 block: 0
- APOBEC3A inh: 1
- CCR6 antag: 6
- EBI2 block: -9
- APOBEC3G inh: -5
- GRIN3A LBD mod: -4

O=C1CCCN1CN(C(=O)c1ccc2c(c1)OCO2)c1ccc(F)cc1
- Gli-Sufu antag: -3
- MPTP block: 1.7
- CXCR6 block: 4
- APOBEC3A inh: 0
- CCR6 antag: -9
- EBI2 block: -6
- APOBEC3G inh: -1
- GRIN3A LBD mod: -2
